Tb hexokinase: blocks Trypanosoma brucei hexokinase 1 activity; recombinant TbHK1, G6PDH-coupled NADH A340; 220,000 tested, 0.11% active; AID 1430; inhibition, % at 10 µM;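 active means inhibition of 50% or more in the single-dose primary screen; inactive means inhibition below 50%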
Furin inh: human furin inhibition; 220,000 tested, 0.061% active; inhibition, % at 30 µM; AID 463115; P09958; purified furin, fluorogenic substrate cleavage; in the data active means inhibition above about 25%; further: inactives centre near -15
Target sequence (P09958 108-714 limits assumed): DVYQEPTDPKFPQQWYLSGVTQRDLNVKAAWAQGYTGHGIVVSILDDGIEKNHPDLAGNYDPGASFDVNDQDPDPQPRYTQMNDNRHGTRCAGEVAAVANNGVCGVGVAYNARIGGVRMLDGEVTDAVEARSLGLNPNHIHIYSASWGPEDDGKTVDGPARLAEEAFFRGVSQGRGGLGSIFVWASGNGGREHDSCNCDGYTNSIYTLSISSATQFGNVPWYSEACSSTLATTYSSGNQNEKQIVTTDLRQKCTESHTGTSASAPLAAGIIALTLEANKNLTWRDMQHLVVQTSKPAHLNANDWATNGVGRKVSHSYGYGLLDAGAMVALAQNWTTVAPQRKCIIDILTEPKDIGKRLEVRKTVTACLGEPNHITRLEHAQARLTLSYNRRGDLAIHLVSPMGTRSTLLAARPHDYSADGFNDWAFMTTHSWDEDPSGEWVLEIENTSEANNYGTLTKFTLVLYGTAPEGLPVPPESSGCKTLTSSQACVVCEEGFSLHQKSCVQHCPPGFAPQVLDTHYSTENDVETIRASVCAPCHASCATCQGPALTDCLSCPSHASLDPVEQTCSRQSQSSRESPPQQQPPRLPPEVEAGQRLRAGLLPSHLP
EBV gp42 block: inhibitors of Epstein-Barr virus glycoprotein 42; Q1HVG2; Fluorescence polarization binding assay, mP read-out; inhibition, % (tested at 21.74 µM); 220,000 tested, 0.42% active; AID 1085; in the data active means inhibition above about 50%
Target sequence (Q1HVG2 whole entry, looked up): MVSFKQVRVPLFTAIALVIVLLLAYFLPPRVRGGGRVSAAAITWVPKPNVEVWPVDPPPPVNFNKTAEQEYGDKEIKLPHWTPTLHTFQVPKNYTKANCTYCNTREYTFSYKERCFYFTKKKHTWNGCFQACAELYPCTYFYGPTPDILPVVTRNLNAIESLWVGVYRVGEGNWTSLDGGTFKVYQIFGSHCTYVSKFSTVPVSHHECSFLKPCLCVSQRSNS
Thrombin inh: inhibitors of human thrombin; inhibition, % at 5 µM; alpha-thrombin, Boc-VPR-AMC fluorogenic substrate cleavage; 220,000 tested, 0.26% active; P00734; AID 1046;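 active means inhibition at or above 40%; inactive means inhibition below 40%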;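 further: 0% = enzyme with no compound and 100% = wells without enzyme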
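Assay system: human alpha-thrombin enzyme. Reagent: Boc-VPR-AMC substrate, 15 µM final. Compound dosing: one concentration per compound, 5 µM, with 0.2% DMSO. Incubation: room-temperature reaction. Technique: AMC fluorescence, 355/460 nm. Measure: % inhibition relative to enzyme controls and enzyme-free blanks.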
PPC-1+TRAIL kill: PPC-1 cancer cell killing with TRAIL present; PPC-1 cells + TRAIL, ATPLite viability luminescence; cell killing (% activity), % at 4 µM; 220,000 tested, 0.41% active; AID 1443;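 active means cell killing above 50% in the first pass at 4 µM, then a duplicate retest at 5 µM averaging 50% or more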;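 further: plate controls were cells with TRAIL plus DMSO for no effect and medium-only wells lacking cells for full effect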
zfTRPN1 agonist: zebrafish TRPN1 (NompC) channel agonism | activation, % at 3 µM | 220,000 tested, 0.18% active | HEK293 zebrafish TRPN1-YFP, Fluo-8 calcium fluorescence; 100% = response to 87 µM carbachol;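 active means activation above its plate's cutoff, the mean activation of test wells on that plate plus 3 SD, cut at about 19% in these data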;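 further: 0% = DMSO alone and 100% = 87 µM carbachol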
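Material: zebrafish TRPN1-YFP in HEK293 cells. Doses: one dose of 3 µM, 0.3% DMSO. Incubation: dye 1 h 37 °C plus 30 min RT. Measured by: intracellular calcium fluorescence with Fluo-8.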
TRPML3 ag: human mucolipin-3 channel agonism. 220,000 tested, 0.29% active. activation, % at 3 µM. HEK293 TRPML3-YFP, Fluo-8 calcium fluorescence; 100% = the carbachol control signal;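 active means activation above its plate's cutoff, the mean activation of the plate's test wells plus 3 SD, cut at about 12% in these data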;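 further: 0% = DMSO only wells and 100% = carbachol wells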
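Test system: HEK293 cells stably carrying human TRPML3-YFP; Doses: single dose, 3 µM final nominal compound, 0.3% DMSO final; Schedule: dye loading 1 h 37 °C then 30 min ambient, 125 s read; Technique: Fluo-8 calcium fluorescence; Benchmarks: high control carbachol 87 µM, low control DMSO.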
m-calpain inh: inhibitors of pig calpain II. 220,000 tested, 0.37% active. inhibition, % at 16 µM. purified calpain II, fluorogenic peptide substrate, 30 min;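 active means inhibition above about 50%, limit read from the data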
Cl transport mod: modulates chloride dependent transport by human KCC2; B-score of Tl+ flux slope (higher = more flux/activation; lower = inhibition) at 10 µM; AID 1456; KCC2 cells, thallium flux FluoZin-2 fluorescence; 190,000 tested, 2.2% active;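 active means thallium flux slope and its plate-corrected score both differing from the plate sample mean at a set confidence after two filtering rounds, in either direction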;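 further: slope of fluorescence scaled to starting intensity during 10 to 20 s after thallium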
An asterisk follows results filed as active; . = not tested or not shown; [ ] = dose if it differs, or a comment. This is a random part of the collection; any-hit rate near 3.6%.

canonical_smiles	Tb hexokinase	Furin inh	EBV gp42 block	Thrombin inh	PPC-1+TRAIL kill	zfTRPN1 agonist	TRPML3 ag	m-calpain inh	Cl transport mod
CCNC(=S)NCc1ccc(Cl)cc1	3	9[20 µM]	.	.	.	-2.4	-0.2	.	-0.45
CN(C)CCCN=Cc1c(O)n(Cc2ccccc2)c(=O)c2ccccc12	-18	-3[20 µM]	-5	1	16	-0.3	0.8	2	.
O=[N+]([O-])c1ccc(/C=C/C2=NN(c3ccccc3)C(c3ccco3)C2)cc1 (stereo not drawn)	2	-3	-22	-13	0	6.4	1.8	10	0.54
O=C1/C(=C/c2cccnc2)CCC/C1=C\c1cccnc1	-31	-18	-8	-5	82*	-0.7	1.2	-4	-0.14
COc1ccccc1/C=C/C=N/NC(=O)CC1C(=O)NN=C1C (stereo not drawn)	-80	4	-22	-2	-6	0.9	-1.1	8	0.31
Cc1ccc(C2C(C#N)=C(N)Oc3n[nH]c(-c4ccccc4)c32)o1 (stereo not drawn)	-9	-11[20 µM]	14	-4	-8	-0.4	0.2	14	-2.7
Cc1c(C(=O)Oc2cccc3cccnc23)cccc1[N+](=O)[O-]	3	-22	-11	2	7	0.1	1.1	-8	-0.26
CCCCC(=O)Nc1sc2c(c1C(=O)OCC)CCC(C=O)=C2Cl	4	-8[20 µM]	-18	2	-6	-0.1	-0.1	-104	1.1
CCOC(=O)c1cc2c(=O)n3cccc(C)c3nc2n(CCOC)c1=NC(C)=O	-23	-185	-19	-1	-16	-0.6	0.6	-149	0.68
Cc1ccc(S(=O)(=O)/N=C(/Nc2c(C)n(C)n(-c3ccccc3)c2=O)c2ccccc2)cc1	27	3	-2	3	14	2.4	0.5	14	1.1
N/C(=N\OC(=O)Cc1ccccc1)c1ccncc1	-7	-27	-2	-5	0	-0.3	0.7	-9	0.038
CNC(=O)CN1C(=O)NC2(CCc3ccccc3C2)C1=O (stereo not drawn)	-10	-9	-30	-10	14	2.3	0.3	-9	.
CCCCCCOc1ccc(N2C(=O)CC(NCCc3ccc(S(N)(=O)=O)cc3)C2=O)cc1 (stereo not drawn)	0	-24[20 µM]	10	-5	1	0.0	0.5	19	.
Nc1nc2n(n1)C(c1ccco1)CC(c1ccccc1)N2 (stereo not drawn)	1	-11[20 µM]	6	3	7	-0.1	0.4	-9	0.2
COc1ccc(-c2ccc(C3C(C#N)=C(N)Oc4n[nH]c(C)c43)o2)cc1 (stereo not drawn)	-5	10[20 µM]	-14	1	23	4.2	7.4	-5	-0.096

Some entries already given, showing only Tb hexokinase and TRPML3 ag:
| Structure | Tb hexokinase | TRPML3 ag |
| --- | --- | --- |
| CN(C)CCCN=Cc1c(O)n(Cc2ccccc2)c(=O)c2ccccc12 | -18 | 0.8 |
| O=[N+]([O-])c1ccc(/C=C/C2=NN(c3ccccc3)C(c3ccco3)C2)cc1 (stereo not drawn) | 2 | 1.8 |

(next part)
canonical_smiles	Tb hexokinase	Furin inh	EBV gp42 block	Thrombin inh	PPC-1+TRAIL kill	zfTRPN1 agonist	TRPML3 ag	m-calpain inh	Cl transport mod
COc1ccc2[nH]c3c(N4CCC(O)(c5cccc(C(F)(F)F)c5)CC4)ncnc3c2c1	-13	-16[20 µM]	-12	-6	9	-0.4	-0.4	-185	-1.1
CCOc1ccc2nc(SCC(=O)c3ccccc3)sc2c1	-4	-20[20 µM]	-13	4	-3	-1.0	-0.3	-15	0.84
O=c1n(-c2ccccc2)c(=O)n2n1CC(O)C2	1	-13	13	2	1	0.9	1.3	1	0.48
O=C1NC(=S)N/C1=C/c1cccnc1	-59	-14	-10	3	17	0.7	0.2	-23	-0.77
COc1cccc(OC)c1OCCN1CCN(C(=O)c2ccco2)CC1	0	-15[20 µM]	-11	-10	-1	-0.6	0.1	-23	-0.12
Cn1c(=O)n(CCc2ccccc2)c(=O)c2c1ncn2Cc1ccccc1	2	-22[20 µM]	-2	-4	2	0.6	0.8	-31	-0.76
CSc1nc(N)nc(SCC(=O)CC(=O)OC(C)C)c1C#N	-9	9[20 µM]	-2	2	-3	1.0	0.2	-8	-0.67
NC(=O)C(=O)N/N=C1\CCc2ccccc21	-7	-19	-9	-2	25	0.5	0.7	-4	0.7
COc1cc(C(=O)Nc2ccc(-n3cnnn3)c(C)c2)cc(OC)c1OC	0	-21[20 µM]	5	1	-1	0.1	0.4	6	0.18
CC1CCN(S(=O)(=O)c2ccc(S(=O)(=O)NCC(=O)C(C)(C)C)cc2)CC1	-4	2[20 µM]	-16	-6	6	-0.6	-1.1	-14	1.7
CC(C)(C)SCCNC(=O)CSCc1ccc([N+](=O)[O-])cc1	-3	-17	-11	2	12	-0.1	0.1	-4	.
COc1ccc(C(=O)Nc2ccc(Cl)c(Cl)c2)c(OC)n1	4	-11[20 µM]	-21	4	4	-0.3	0.7	-21	-0.43
CC(=O)Sc1nc(-c2ccccc2)[nH]c1S(=O)(=O)c1ccc(C)cc1	4	-28	-24	5	18	-1.0	-0.9	-13	0.15
NC(=O)c1nsnc1-c1ccccc1O	2	-16	-18	-4	30	1.4	0.8	9	-1
Cc1ccc(OCCC(=O)Nc2ccc(C)c(F)c2)cc1	3	-26	2	-5	16	-2.4	-0.4	-13	0.51

Pulled by structure from above (two):
canonical_smiles	Tb hexokinase	Furin inh	EBV gp42 block	Thrombin inh	PPC-1+TRAIL kill	zfTRPN1 agonist	TRPML3 ag	m-calpain inh	Cl transport mod
COc1ccc2[nH]c3c(N4CCC(O)(c5cccc(C(F)(F)F)c5)CC4)ncnc3c2c1	-13	-16[20 µM]	-12	-6	9	-0.4	-0.4	-185	-1.1
O=C1NC(=S)N/C1=C/c1cccnc1	-59	-14	-10	3	17	0.7	0.2	-23	-0.77

The list goes on:
canonical_smiles	Tb hexokinase	Furin inh	EBV gp42 block	Thrombin inh	PPC-1+TRAIL kill	zfTRPN1 agonist	TRPML3 ag	m-calpain inh	Cl transport mod
COc1ccc(CC(=O)N2N=C(C)CC2(O)C(F)(F)F)cc1OC (stereo not drawn)	1	-32	-5	-5	-11	-0.1	0.3	-18	.
C#CCOCCOCCOCCNc1nc(N2CCOCC2)nc(N2CCN(C(=O)Cn3cc(CC(C)O)nn3)CC2)n1 (stereo not drawn)	-5	-16	-10	-2	0	0.0	1.3	-14	-0.62
Cc1ccccc1NC(=S)NNc1ncc(C(F)(F)F)cc1Cl	-7	-16[20 µM]	-8	-2	-6	1.3	1.2	-29	1.5
O=C1c2ccccc2-c2nnc(-c3ccc(O)cc3)cc21	-6	-11	9	11	69*[5 µM]	-1.3	-0.2	21	0.61
O=C(NCCCn1ccnc1)c1cc(S(=O)(=O)N2CCOCC2)ccc1F	-2	-27	-4	.	0	-0.7	0.5	-16	0.86
O=C(CSc1nnc(CCc2ccccc2)n1-c1ccc(Cl)cc1)NCc1ccccc1	1	-21[20 µM]	-2	-4	-10	-1.9	0.2	-2	-1.6
COc1ccc(/C=C/C(=O)Nc2c(C)nn(C)c2C)cc1COc1ccc(Br)cc1	-12	-26[20 µM]	-20	1	26	2.6	0.3	-101	0.019
Cc1ccc(/C=N/N=C/c2ccc(C)cc2)cc1	-4	-12	-10	1	18	1.1	1.0	4	1.6
CC(C)N=C(NC#N)SCC(=O)NC(C)(C)C	2	-21	-8	-2	14	0.3	0.2	-12	0.0031
CCOC(=O)Cc1cn2c(=O)cc(CSCC(=O)Nc3ccc(C)c(C)c3)nc2s1	-15	-13	9	-5	30	0.1	0.1	-29	0.24
COc1cccc(NC(=O)C(=S)NC2CCCCC2)c1	-3	-16	-3	-3	20	-0.8	1.2	16	-0.21
Cc1csc(SCC(=O)NCc2ccccc2Cl)n1	8	-2	2	48*	4	-1.8	-0.8	30	-0.65
c1cncc(-c2nc(N3CCOCC3)c3c4c(sc3n2)CCC4)c1	-11	-13	16	-14	11	-0.7	-1.2	-144	0.17
CCCc1ccc(OCCNC(=O)CC)cc1	-2	-3[20 µM]	-10	3	5	-0.4	0.3	12	0.46
COc1cccc(/C=N/n2c(=O)[nH]c3ccccc32)c1OC	-9	-16	-10	0	10	0.8	1.0	1	-0.29

The results go on:
canonical_smiles	Tb hexokinase	Furin inh	EBV gp42 block	Thrombin inh	PPC-1+TRAIL kill	zfTRPN1 agonist	TRPML3 ag	m-calpain inh	Cl transport mod
CCCCn1c(NCc2ccc(N(C)C)cc2)nc2ccccc21	-3	-14	1	-4	11	-2.6	-0.9	18	-3.4
CCOC(=O)c1c(NC(C)=O)no[n+]1[O-]	-2	-16	-20	6	-9	2.4	1.0	13	-0.72
CC(NC(=O)C1CCCCC1)C(=O)NC1=NCCS1 (stereo not drawn)	6	-5[20 µM]	-19	4	7	0.4	0.6	-38	-0.0063
CCn1c2ccccc2c2cc(CNCc3ccc(OC)cc3OC)ccc21	17	-18	-12	-4	-14	-0.2	1.2	-1	0.41
O=C(CSc1ncn[nH]1)Nc1ccc(S(=O)(=O)N2CCCC2)cc1	2	-13[20 µM]	-7	-7	-32	0.2	0.8	-29	-1.1
COc1ccc2nc(NC(=O)CN3CCN(C)CC3)sc2c1	-2	-17	0	-2	-2	1.4	-0.3	-2	-0.015
O=C(C1=C[C@H](c2ccc(C(F)(F)F)cc2)C[C@H](OCCCCO)O1)N1CCOCC1	4	-25	-4	0	12	1.1	0.3	17	1.2
COc1ccccc1NC(=O)Cn1c(=O)sc2ccccc21	-6	-6[20 µM]	-6	3	23	0.5	0.7	-5	-0.43
NS(=O)(=O)c1cccc(NC(=O)CSc2nn(-c3ccccc3)c(=S)s2)c1	-8	-9	10	-4	-1	1.3	0.3	21	1.3
CCC(Sc1ccccn1)C(=O)Nc1cccc([N+](=O)[O-])c1 (stereo not drawn)	-15	-18	2	-3	1	-2.8	-0.8	-6	-0.26
CC(=O)Oc1ccc2occ(/C=N/c3cc(=O)[nH]c(=S)[nH]3)c(=O)c2c1	-50	-15	-18	-1	-1	0.2	0.1	20	-2.4
O=[N+]([O-])c1ccccc1NCCNc1ncc(C(F)(F)F)cc1Cl	1	-22[20 µM]	-5	5	4	-1.1	-0.1	10	.
CC(C)(C)NS(=O)(=O)c1ccc(NC(=O)C2CCCCC2)cc1	9	-18	2	-9	10	3.0	1.8	30	0.36
Cc1cc(C(=O)CSc2nnc(NCc3ccccc3)s2)c(C)n1C	-5	-15	2	2	14	-1.1	-0.7	6	-1.7
Cc1cc(Cl)ccc1OCC(=O)Nn1c(C)ccc1C	-1	-16[20 µM]	-8	10	34	1.2	0.5	-383	.

Next section.
canonical_smiles	Tb hexokinase	Furin inh	EBV gp42 block	Thrombin inh	PPC-1+TRAIL kill	zfTRPN1 agonist	TRPML3 ag	m-calpain inh	Cl transport mod
CCOc1ccc(C(NC(=O)/C=C/c2ccco2)c2ccc(OC)c(OC)c2)cc1 (stereo not drawn)	-7	-14	-14	1	-1	-1.2	-0.4	-23	0.69
Cn1c(NCCCN2CCOCC2)nc2c1c(=O)n(Cc1ccc(Cl)cc1Cl)c(=O)n2C	-9	-20	-18	-1	2	5.1	2.4	-42	.
COc1ccc(Cc2nnc(SCC(=O)N3CCCCC3)o2)cc1	-3	-29	-16	-4	22	0.0	1.4	-25	.
CCOc1ccc(C2=Cc3cc(OC)c(OC)cc3C(=C(Cl)Cl)O2)cc1	-13	-17[20 µM]	6	-2	14	0.0	0.9	-41	-0.47
COc1ccc(CCNc2cc(N3CCN(C(=O)c4ccccc4F)CC3)ccc2[N+](=O)[O-])cc1OC	-6	-2	-23	-2	21	1.4	0.5	-18	0.35
O=C(O)c1cccc(NC(=O)c2cc(S(=O)(=O)N3CCOCC3)cs2)c1	1	-20	-13	-15	.	1.8	1.2	-25	0.39

Source: PubChem BioAssay (several laboratories)
